E coli RNAP: E. coli RNAP inhibitors, biochemical | DNA-directed RNA polymerase subunit beta (Escherichia coli (strain K12)), P0A8V2 | E. coli RNA polymerase, fluorescence transcription assay | inhibition, %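 (tested at 10 µM)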 | hit rate 0.2% among 62,000 | AID 559, 2006; in the data active means inhibition above about 20%;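 further: 0% = enzyme without compound and 100% = no enzyme blank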
Fluor 339 460: intrinsic fluorescence of library compounds, ex339/em460 – biochemical, MLSMR library, data from DPM-DC assay, artefact control, profiling panel; compound autofluorescence, ex339/em460 nm, NADH buffer; active compounds read high; 1 = no-compound wells, NADH background; fluorescence fold increase at 10 µM; hit rate 5.5% among 65,000; AID 709, 2007;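 active means at 10 µM, mean starting fluorescence two-fold or more over control wells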;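 further: signal is the first read of a kinetic run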
Her2 expr inh: inhibitors of Her2 protein expression, primary screen, SKBR-3 cells, AlphaScreen, 66K library | SKBR-3 HER2 protein level, 18-24 h; active compounds read low | HER2 level % of control, % at 10 µM | hit rate 0.69% among 65,000 | Receptor tyrosine-protein kinase erbB-2 (Homo sapiens), P04626;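 active means HER2 level under 5% of the carrier-only control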;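 further: 100% = DMSO carrier and 0% = 500 nM PU-H71 HSP90 inhibitor; lower value means stronger loss of Her2 protein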
M1 ag: M1 muscarinic receptor agonists, primary screen, CHO-M1 cells, Fluo-4 calcium, agonist mode; Muscarinic acetylcholine receptor M1; Fluo-4 calcium fluorescence; active compounds read high; B-score at 10 µM; hit rate 3% among 64,000; AID 626, 2007;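 active means fluorescence rise, raw or as B-score row- and column-corrected plate score, outside the 99.7% band of its plate's samples, either direction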
M1 antagonist: antagonists of rat M1 muscarinic receptor; Muscarinic acetylcholine receptor M1 (Rattus norvegicus), P08482; CHO-M1 cells, Fluo-4 calcium, ACh EC80 antagonist mode; active compounds read low; B-score at 10 µM; hit rate 3.4% among 64,000;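 active means calcium fluorescence response, raw or row-and-column corrected B-score, differing from the plate sample mean either way at a set confidence level, mostly lower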
5HT1a ag: human 5-HT1a receptor agonists, primary screen, cell-based, CHO, Ga15 NFAT-bla reporter; activation, % at 10 µM; hit rate 0.56% among 65,000; CHO 5-HT1a Ga15 NFAT-bla reporter, FRET ratio; 0% basal, 100% maximal reference agonist; AID 567, 2006; 5-hydroxytryptamine receptor 1A (Homo sapiens), P08908;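 active means activation above the screen-wide mean activation plus 3 SD, cut at about 19% in these data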;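 further: 0% = DMSO wells and 100% = 5-CT at EC100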
Target sequence (P08908 whole entry, looked up): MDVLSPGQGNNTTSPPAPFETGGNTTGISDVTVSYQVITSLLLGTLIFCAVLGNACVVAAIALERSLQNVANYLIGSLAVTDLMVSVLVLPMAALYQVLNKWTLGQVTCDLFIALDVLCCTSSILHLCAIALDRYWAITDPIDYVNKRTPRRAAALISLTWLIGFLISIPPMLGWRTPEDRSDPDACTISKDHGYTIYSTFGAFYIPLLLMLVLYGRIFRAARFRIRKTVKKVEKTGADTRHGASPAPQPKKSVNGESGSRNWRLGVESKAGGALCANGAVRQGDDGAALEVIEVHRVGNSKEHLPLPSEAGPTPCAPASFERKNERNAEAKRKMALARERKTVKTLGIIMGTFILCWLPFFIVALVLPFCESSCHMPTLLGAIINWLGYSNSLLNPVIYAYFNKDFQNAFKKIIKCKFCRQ
D1 mod: D1 CRE-luciferase signal change, two-sided – cell-based, HEK293 D1, dopamine EC30, D1 allosteric modulator project, primary screen | D(1A) dopamine receptor (Homo sapiens), P21728 | dopamine EC30 potentiation; actives deviate in either direction | B-score at 10 µM | hit rate 5.9% among 58,000 | AID 641, 2007;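 active means luminescence count or its row- and column-corrected plate score outside the 99.7% band of the plate's sample wells, on either side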
Target sequence (P21728 whole entry, looked up): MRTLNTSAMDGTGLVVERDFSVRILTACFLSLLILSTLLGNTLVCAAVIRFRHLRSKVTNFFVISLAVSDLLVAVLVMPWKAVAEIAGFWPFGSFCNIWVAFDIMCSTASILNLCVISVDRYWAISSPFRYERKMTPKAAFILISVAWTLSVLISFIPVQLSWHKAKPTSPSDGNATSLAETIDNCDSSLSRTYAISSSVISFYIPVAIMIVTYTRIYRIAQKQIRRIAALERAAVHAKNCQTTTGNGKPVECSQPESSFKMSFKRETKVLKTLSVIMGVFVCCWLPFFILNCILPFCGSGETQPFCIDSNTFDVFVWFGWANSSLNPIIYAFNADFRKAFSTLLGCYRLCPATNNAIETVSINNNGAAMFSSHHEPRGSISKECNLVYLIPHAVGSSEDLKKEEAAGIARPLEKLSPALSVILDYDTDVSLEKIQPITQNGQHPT
NADH enzymes: inhibitors of PK/LDH coupling enzymes, profiling panel, artefact control, biochemical, MLSMR library. coupled PK/LDH NADH assays, four targets. IC50, µM (doses to about 10 µM), for the others: at the top dose inhibition. hit rate 0.02% among 65,000;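 active means single-dose screening hits from any of four coupled enzyme assays that gave an IC50 when retested across doses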;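 further: the DPM-DC format reads NADH fluorescence rather than 340 nm absorbance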
Hsp90 block: tumor Hsp90 inhibitors, primary screen, cell lysate, fluorescence polarization, NCI-N417 lysate. AID 429, 2006. hit rate 0.35% among 64,000. Heat shock protein HSP 90-alpha (Homo sapiens), P07900. Cy3B-geldanamycin FP displacement. inhibition, % at 30 µM;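 active means inhibition above 50%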;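 further: 0% = tracer plus lysate wells and 100% = tracer alone without lysate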
Starred values were filed as active, the others as inactive; nt = no result given; [ ] = dose if it differs, or a comment. No enrichment for hits; 16% or so of the library scored in one or more.

structure	E coli RNAP	Fluor 339 460	Her2 expr inh	M1 ag	M1 antagonist	5HT1a ag	D1 mod	NADH enzymes	Hsp90 block
Cc1cc(NC(=O)CCCC(=O)NCc2cccs2)no1	9.8	1.09	109.0	-0.0315	0.0527	-0.1	-0.137	5.0%	-1.9
O=C(C1CCN(S(=O)(=O)N2CCOCC2)CC1)N1CCN(Cc2ccccc2)CC1	8.4	1.07	144.3	1.12	0.712	-2.5	-0.739	9.0%	-1.6
CC(C)C12CN3CC(C(C)C)(CN(C1)C3c1ccc3c(c1)OCO3)C2=O (centres undefined)	-0.5	1.01	148.4	-0.512	1.06	-2.6	0.683	3.0%	-1.5
CCN1C(=O)c2cccc3c(S(=O)(=O)NC(Cc4c[nH]c5ccccc45)C(=O)O)ccc1c23 (centres undefined)	-3.3	1.03	72.6	0.148	0.0313	-5.4	-1.09	9.0%	-5.5
NC(=O)c1c(NC(=O)c2cc3ccccc3o2)sc2c1CCC2	6.1	2.12*	39.5	-0.64	-0.177	7.3	-3.08	5.0%[fluoresces]	-7.9
CC1CCCCN1C(=O)C12CCC(C)(/C(=N/O)C1)C2(C)C (centres undefined)	nt	1.12	83.5	-0.27	-0.36	0.3	nt	0.0%	-1.1
Cc1ccc2nc(C3CCN(C(=O)NCc4ccccc4)CC3)[nH]c2c1	3.5	1.06	78.9	0.00342	-0.215	-1.5	nt	6.0%	-1.3
CCOC(=O)c1[nH]c(C)c(C(=O)N2CCN(c3cccc(Cl)c3)CC2)c1C	1.1	1.13	76.9	-0.0124	-0.00644	-0.9	nt	3.0%	-2.3
Cc1ccc(-n2c(C)c3c(C)nnc(C)c3c2C)cc1	2.2	1.85	107.1	0.0303	-0.0309	-0.1	0.0685	5.0%	2.2
C(#Cc1ccc(C#CCN2CCOCC2)cc1)CN1CCOCC1	-0.4	1.04	80.0	-0.246	0.542	13.5	-0.516	3.0%	-4.5
CC1Cc2ccccc2N1C(=O)Cn1c(=O)oc2cc(S(=O)(=O)N3CCCCC3)ccc21 (centres undefined)	8.0	1.06	67.6	-0.0739	-1.75	-4.7	0.52	3.0%	-18.8
COc1ccc(Cn2nnnc2C(C(C)C)N2CCN(c3ccccc3OC)CC2)cc1 (centres undefined)	8.6	1.09	85.3	-0.0114	-0.608	-2.0	-0.494	5.0%	0.1
COc1ccc(-c2nnc(SCC(=O)N3CCOCC3)o2)cc1	5.2	1.17	72.5	0.0905	0.346	0.2	-0.418	1.0%	1.4
COc1ccc(OC)c(S(=O)(=O)n2nnc3ccccc32)c1	8.0	1.1	89.6	-0.718	0.18	-0.5	0.267	0.0%	-2.7
CCNC(=O)c1c(C)nc2ccccn12	9.9	1.05	90.8	nt	nt	-1.8	0.825	6.0%	1.7
CCCn1c(=O)c2ccccc2n2c(SCc3nnc(-c4ccccc4Br)o3)nnc12	-1.0	1.09	99.1	0.436	1.28	2.6	0.256	5.0%	0.0
CCCC(=O)Nc1ccc(-c2nc3cc(C)c(C)cc3o2)c(O)c1	-10.9	2.18*	78.2	-0.344	0.73	-0.7	0.27	9.0%[fluoresces]	-8.7
Cc1c(NC(=O)OCCSc2nc(N(C)C)nc(N(C)C)n2)sc(=S)n1C	5.0	1.04	nt	-0.884	0.864	nt	nt	11.0%	nt
COC(=O)c1ccc(-c2nc(-c3ccc(Br)o3)no2)cc1	nt	1.09	83.2	nt	nt	-1.9	nt	1.0%	-3.4
CCOCCCn1c(=N)c(C(=O)NCCN2CCOCC2)cc2c(=O)n3cccc(C)c3nc21	-1.2	5.21*	101.9	-1.83	-1.51	2.7	0.342	12.0%[fluoresces]	-3.4
COc1ccc(Cc2n[nH]c(=O)c3ccccc23)cc1OC	1.8	1.09	90.9	0.0881	0.489	-4.2	0.956	5.0%	-4.0
COc1ccc(OC)c(CNC(=O)Cc2c(C(=O)O)[nH]c3ccccc23)c1	11.0	1.05	125.8	-0.487	0.741	-0.5	nt	5.0%	nt
CCOC(=O)c1c(C)n(OCc2ccccc2)c2ccc3c(no[n+]3[O-])c12	4.2	0.98	103.4	-0.0838	0.846	-1.1	0.154	4.0%	-3.0
CCc1nnc(NC(=O)CSc2nnc(Cc3ccc(OC)cc3)o2)s1	-0.1	1.02	105.5	0.0309	0.556	-5.3	-0.128	9.0%	-0.5
Cn1c(CN2CCCCC2)c(C#N)c2ccccc21	12.1	1.11	111.7	0.988	0.0122	-0.1	-2.19*	9.0%	0.5
CC(=O)c1ccc(OC(C)C)c(CN2CCCCC2)c1	2.6	1.06	88.1	0.395	-1.47	-2.4	-1.5	7.0%	-2.5
CCOc1ccc(NC(=O)CS(=O)CC(=O)NC2CCCc3ccccc32)cc1 (centres undefined)	-1.1	1.05	65.7	-0.015	0.309	-1.5	-0.409	7.0%	0.5
Cc1ccc(C2C(C#N)=C(N)Oc3nc(-c4ccccc4)[nH]c32)o1 (centres undefined)	3.5	1.14	92.1	3.48*	-0.14	-1.5	nt	5.0%	-6.0
C1CCN(c2nc(N3CCCCC3)nc(N3CCNCC3)n2)CC1	3.8	1.09	83.1	-1.34	-0.304	1.3	-0.0485	9.0%	-0.7
Cc1ccc(S(=O)(=O)N2CCC(C(=O)O)CC2)cc1C(=O)O	12.6	1.08	90.5	nt	nt	-1.5	0.931	5.0%	-1.1
COc1cc(S(=O)(=O)N2CCN(C)CC2)c(OC)cc1Br	16.9	1.07	108.2	-0.327	-0.08	-1.6	-1.87	3.0%	0.0
COc1cc(C(=O)N(C)c2nnc(-c3cccnc3)s2)cc(OC)c1OC	-10.8	1.03	73.2	-0.851	0.387	3.3	nt	2.0%	-1.4
CCCc1cc(=O)n2[nH]c(NCc3ccccc3Cl)nc2n1	10.2	1.15	63.4	-0.574	0.411	0.3	0.754	4.0%	-0.9
Cc1ccc(-c2c3c(=O)n(C)c(=O)n(C)c3cn2Cc2ccccn2)cc1	3.6	1.32	94.0	-0.847	0.218	-2.1	-0.181	7.0%	-3.0
O=C(c1nc2ccccc2s1)N1CCN(c2ccccn2)CC1	6.8	1.13	78.6	1.34	-0.09	-2.1	-0.456	0.0%	-3.7
CCC(=O)c1ccc(OCC(=O)O)cc1	-1.5	0.84	40.1	-0.3	0.443	-1.8	-2.27	8.0%	-1.0
O=C(Cc1cccs1)Nc1ccccn1	0.1	1.1	100.8	-0.562	-0.885	-2.0	0.0843	3.0%	-19.7
CC(=O)Nc1ccc(S(=O)(=O)N2CCN(CCCOc3cc(C)ccc3C)CC2)cc1	7.3	1.09	84.0	-0.692	-1.34	0.3	0.164	7.0%	-4.9
CCC(=O)Nc1cc(C(=O)NCC2CCCN2CC)c(OC)cc1N(C)C (centres undefined)	-0.6	1.04	117.2	0.473	1.17	0.9	-0.536	3.0%	-0.1
O=C(CN1C(=O)COc2ccc(Cl)cc21)Nc1ccc2c(c1)OCCO2	1.6	1.1	86.9	-0.159	-0.00664	-2.7	-0.152	4.0%	-0.7
COCCOC(=O)C1=C(C)Nc2nc(C)nn2C1c1ccccc1 (centres undefined)	7.2	1.03	121.1	-0.106	-0.0333	-1.2	-1.56	7.0%	1.3
COC(=O)NCc1ccc(S(=O)(=O)N2CCOCC2)cc1	6.8	1.06	106.2	0.377	0.337	0.1	-0.247	2.0%	2.1
CCOC(=O)COc1ccc(S(=O)(=O)NCc2ccncc2)cc1	6.8	1.14	120.3	7.56*	-2.41	0.5	0.128	6.0%	-0.7
CCSC1=C(C#N)C(c2ccccc2OC)CC(=O)N1 (centres undefined)	3.1	1.04	93.7	-1.21	0.191	-1.3	0.0582	2.0%	0.1
COc1cccc(Oc2nnnn2-c2ccccc2)c1	6.6	1.02	105.0	0.711	-0.193	-3.8	0.719	3.0%	-2.3
CC(=O)c1cccc(NC2c3ncccc3C(=O)N2Cc2ccco2)c1 (centres undefined)	3.8	1.03	124.5	1.06	1.08	-4.6	19.5*	7.0%	-5.1
Cn1c(=O)[nH]c(=O)c2c1nc(Br)n2CCSc1nnnn1-c1ccccc1	4.6	1.09	80.4	0.352	1.03	0.6	nt	7.0%	4.4
CCOC(=O)C1CCN(S(=O)(=O)c2ccc3c(c2)CCCN3C(C)=O)CC1	5.1	1.11	132.8	0.521	-0.127	-2.2	-0.408	9.0%	-2.4
Cc1ccsc1-c1nc(CSCC(=O)NCc2ccc3c(c2)OCO3)c(C)o1	15.7	1.21	77.4	-0.0361	-1.38	-2.4	-1.13	6.0%	-1.1
Cc1ccc2nc(NCCO)nc(-c3ccccc3)c2c1	1.3	4.95*	120.1	-0.155	-0.958	0.6	14*	17.0%[fluoresces]	0.2

(list continues)
structure	E coli RNAP	Fluor 339 460	Her2 expr inh	M1 ag	M1 antagonist	5HT1a ag	D1 mod	NADH enzymes	Hsp90 block
Cc1ccc(-c2nnn(CC(=O)N(c3cccc(F)c3)C(C(=O)NC3CCCC3)c3ccco3)n2)o1 (centres undefined)	9.8	1.08	71.4	-0.254	-0.00275	-0.8	-0.149	3.0%	-1.2
O=C(C1CCN(S(=O)(=O)c2cccc3cccnc23)CC1)N1CC=C(c2ccccc2)CC1	1.3	1.06	92.0	4.51*	-2.03	-2.5	-2.53	3.0%	-1.4
CC1CCN(C(=O)c2cccc(S(=O)(=O)N3CCCCC3)c2)CC1	3.6	1.09	76.4	-0.0333	0.931	-1.1	0.0966	3.0%	-5.1
c1ccc(CNc2nc3ccccc3n2CCN2CCOCC2)nc1	6.7	1.11	70.4	nt	nt	-0.3	0.859	3.0%	-3.2
COc1ccccc1C1N(c2ccc(Cl)cc2)C(=O)C2CCCN21 (centres undefined)	-5.2	1.11	96.0	0.172	-0.118	-0.4	0.762	4.0%	-1.7

Fluor 339 460: entries above that show a hit.
SMILES,E coli RNAP,Fluor 339 460,Her2 expr inh,M1 ag,M1 antagonist,5HT1a ag,D1 mod,NADH enzymes
NC(=O)c1c(NC(=O)c2cc3ccccc3o2)sc2c1CCC2,6.1,2.12*,39.5,-0.64,-0.177,7.3,-3.08,5.0%[fluoresces]
CCCC(=O)Nc1ccc(-c2nc3cc(C)c(C)cc3o2)c(O)c1,-10.9,2.18*,78.2,-0.344,0.73,-0.7,0.27,9.0%[fluoresces]
CCOCCCn1c(=N)c(C(=O)NCCN2CCOCC2)cc2c(=O)n3cccc(C)c3nc21,-1.2,5.21*,101.9,-1.83,-1.51,2.7,0.342,12.0%[fluoresces]
Cc1ccc2nc(NCCO)nc(-c3ccccc3)c2c1,1.3,4.95*,120.1,-0.155,-0.958,0.6,14*,17.0%[fluoresces]

Exported with two lines to a compound: part of the list above.
Below each SMILES – E coli RNAP	Fluor 339 460	Her2 expr inh	M1 ag	M1 antagonist	5HT1a ag	D1 mod	NADH enzymes	Hsp90 block
> O=C(C1CCN(S(=O)(=O)c2cccc3cccnc23)CC1)N1CC=C(c2ccccc2)CC1
→ 1.3	1.06	92.0	4.51*	-2.03	-2.5	-2.53	3.0%	-1.4
> c1ccc(CNc2nc3ccccc3n2CCN2CCOCC2)nc1
→ 6.7	1.11	70.4	nt	nt	-0.3	0.859	3.0%	-3.2

Bioassay records: PubChem, several laboratories
